Screening data (PubChem)
CYP2C9 act = human CYP2C9 activators, primary screen, biochemical, luminescence | Cytochrome P450 2C9 (Homo sapiens), P11712 | recombinant CYP2C9, luciferin-H conversion; active compounds read high; factor 1 = untreated enzyme, 0 = blocked | activation factor at 5 µM | 96,000 compounds, 1.4% hits | AID 1024, 2008;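 active = activation factor of 2 or more for CYP2C9 at a 5 µM dose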;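 note: 0 = sulfaphenazole-blocked wells and 1 = vehicle-only wells; values of inactives mirror those of a sister screen read the other way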
CYP2C9 inhib = blockers of cytochrome P450 2C9 activity – biochemical, luminescence, ADME assay, primary screen; P11712; CYP2C9 Supersomes, luciferin-H conversion; inhibition, % at 5 µM; 96,000 compounds, 20% hits;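 active = blocking of liver enzyme CYP2C9 beyond about 50% at 5 µM, limit read from the data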; note: values of inactives mirror those of a sister screen read the other way
CYP2C19 inhib = blockers of cytochrome P450 2C19 activity – biochemical, luminescence, ADME assay, primary screen; inhibition, % at 5 µM; AID 778, 2007; P33261; CYP2C19 Supersomes, luciferin-H EGE luminescence, 30 min; 96,000 compounds, 21% hits;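 active = CYP2C19 inhibition above a set limit at 5 µM in the primary screen, cut at about 50% in these data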;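 note: plate controls were negative control wells for no effect and 2.5 mM tranylcypromine positive control for full effect; values of inactives mirror those of a sister screen read the other way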
Target sequence (P33261 whole entry, looked up): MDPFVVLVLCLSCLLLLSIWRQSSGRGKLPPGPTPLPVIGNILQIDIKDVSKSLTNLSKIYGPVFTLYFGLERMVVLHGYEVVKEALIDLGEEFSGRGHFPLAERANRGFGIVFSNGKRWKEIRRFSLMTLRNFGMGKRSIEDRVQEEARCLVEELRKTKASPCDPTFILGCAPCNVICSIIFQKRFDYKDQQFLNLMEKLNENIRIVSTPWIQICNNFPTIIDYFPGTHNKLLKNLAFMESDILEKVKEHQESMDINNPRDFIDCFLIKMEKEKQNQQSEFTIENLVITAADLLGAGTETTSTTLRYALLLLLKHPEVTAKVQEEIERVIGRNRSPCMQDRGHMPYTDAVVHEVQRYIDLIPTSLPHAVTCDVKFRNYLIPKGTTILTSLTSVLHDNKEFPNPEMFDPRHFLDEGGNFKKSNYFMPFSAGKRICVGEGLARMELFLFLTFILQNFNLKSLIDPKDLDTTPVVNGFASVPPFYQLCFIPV
Calb biofilm kill = clotrimazole potentiators killing Candida biofilms, primary screen, with clotrimazole, Alamar Blue. C. albicans biofilm + clotrimazole. AID 834, 2007. 85,000 compounds, 0.14% hits. inhibition, % at 6 µM;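 active = inhibition above 20%; inactive = inhibition below 20%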;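 note: preformed 24 hr biofilms exposed to compound for 48 hr; 0% = biofilm without compound and 100% = blank killed by clotrimazole plus chlorhexidine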
CYP2C19 activ = human CYP2C19 activators, primary screen, biochemical, luminescence | recombinant CYP2C19, luciferin-H EGE luminescence; active compounds read high; 0 = fully inhibited enzyme, 1 = untreated enzyme | activation factor at 5 µM | Cytochrome P450 2C19 (Homo sapiens), P33261 | 96,000 tested, under 10 active;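 active = activation factor of at least 2 at 5 µM in the primary screen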;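 note: 0 = wells with 2.5 mM tranylcypromine and 1 = vehicle-only wells; values of inactives mirror those of a sister screen read the other way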
HUVEC tox TNFa = cytotoxicity in TNFa-stimulated HUVEC, primary screen, cytotoxicity control for VCAM1 expression modulator project, imaging, Hoechst nuclei count; HUVEC TNFalpha-stimulated, Hoechst cell count; cell count reduction, % at 2 µM; 93,000 compounds, 0.17% hits; AID 848, 2007;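 active = cell count reduction exceeding the screen mean by over 5 SD, scaled to untreated wells per plate, cut at about 78% in these data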;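 note: cells counted after 24 h of TNF alpha exposure following the 1 h pretreatment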
hDAT+cocaine = changed hDAT dopamine uptake under cocaine IC80, either direction, primary screen, cocaine antagonist project, cell-based, LLC-PK1 hDAT, [14C]-dopamine uptake, MLSMR; 110,000 compounds, 1.3% hits; Sodium-dependent dopamine transporter (Homo sapiens), Q01959; B-score at 10 µM; LLC-PK1 hDAT cells, [14C]-dopamine uptake with cocaine IC80; actives deviate in either direction;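 active = Z score or B-score, a plate-position-corrected score, falls beyond the plate's 99.7% confidence bounds, in either direction; inactive = both scores lie inside the 99.7% bounds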;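 note: scored against the spread of the other compound wells on the same plate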
Target sequence (Q01959 whole entry, looked up): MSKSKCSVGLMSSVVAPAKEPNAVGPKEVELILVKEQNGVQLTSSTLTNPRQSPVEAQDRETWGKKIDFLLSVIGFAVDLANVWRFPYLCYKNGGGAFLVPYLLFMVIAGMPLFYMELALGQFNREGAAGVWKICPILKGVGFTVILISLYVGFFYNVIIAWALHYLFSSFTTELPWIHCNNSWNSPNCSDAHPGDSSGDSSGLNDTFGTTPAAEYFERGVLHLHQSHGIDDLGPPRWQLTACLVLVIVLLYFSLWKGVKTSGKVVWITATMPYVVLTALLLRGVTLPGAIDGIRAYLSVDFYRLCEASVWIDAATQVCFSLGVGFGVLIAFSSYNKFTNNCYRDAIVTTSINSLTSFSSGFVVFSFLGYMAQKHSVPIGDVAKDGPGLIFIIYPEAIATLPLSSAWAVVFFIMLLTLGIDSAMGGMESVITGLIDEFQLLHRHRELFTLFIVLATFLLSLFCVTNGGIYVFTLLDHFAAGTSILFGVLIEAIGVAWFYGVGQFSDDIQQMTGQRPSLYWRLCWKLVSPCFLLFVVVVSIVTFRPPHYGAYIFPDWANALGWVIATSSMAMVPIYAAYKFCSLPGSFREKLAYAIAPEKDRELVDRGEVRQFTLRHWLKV
HUVEC tox IL1B = cytotoxicity in IL-1B stimulated HUVEC, primary screen, cytotoxicity control for IL-1B NFkB translocation project, imaging, Hoechst nuclear count, IL-1B stimulus; HUVEC cell count loss; cell count reduction, % at 2 µM; 94,000 compounds, 0.41% hits;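 active = cell count reduction more than 3 SD above the screen-wide mean, cut at about 70% in these data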;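 note: normalized per plate to untreated control cells as the no-loss baseline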
VCAM1 TNFa inh = inhibitors of TNFa-induced VCAM1 expression, primary screen, imaging, HUVEC, TNFa stimulus, immunofluorescence | HUVEC TNFa-induced VCAM-1 immunofluorescence, high-content imaging | inhibition, % at 2 µM | 95,000 compounds, 0.48% hits;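 active = inhibition above the batch mean plus 3 SD, with images confirmed as a hit by eye, cut at about 37% in these data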;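 note: 0% = TNF-stimulated DMSO wells and 100% = unstimulated control wells; not every result past the cut was called active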
The depositor's hits bear a star; . = no result given.

SMILES	CYP2C9 act	CYP2C9 inhib	CYP2C19 inhib	Calb biofilm kill	CYP2C19 activ	HUVEC tox TNFa	hDAT+cocaine	HUVEC tox IL1B	VCAM1 TNFa inh
O=C(NCCc1c[nH]c2ccccc12)c1ccc(-n2cnnn2)cc1	3.1*	-211	53*	4	0.5	22	0.38	-80	-8
CCc1nnc(N2CCN(c3ncnc4c3oc3ccccc34)CC2)s1	0.6	37	49	4	0.5	-29	-0.19	-48	1
COc1ccc(S(=O)(=O)N2CCN(C(=O)[C@@H]3CCC(=O)N3C3OC(=O)c4ccccc43)CC2)cc1 (stereo partly specified)	0.9	7	5	0	0.9	-14	-0.4	6	-1
CN(C)c1nc(OCCOC(=O)Nc2ccc(Cl)cc2Cl)nc(N(C)C)n1	0.5	53*	98*	.	0	.	-0.66	.	.
Cc1cc(N2CCCCCC2)nc2ccc(F)cc12	.	.	.	.	.	-5	0.42	-42	14
O=C(O)COc1ccc(Br)cc1/C=C1/SC(=O)N(CC(=O)N2CCCC2)C1=O	1	-2	-12	.	1.1	9	0.31	4	0
O=C(c1ccc(Br)o1)N1CCN(C/C=C/c2ccccc2)CC1	0.4	63*	65*	8	0.4	-8	1.4	14	-10
COc1ccc(S(=O)(=O)Nc2cc3c(C(C)=O)c(C)oc3c3ccccc23)cc1	0.2	84*	93*	5	0.1	41	-0.21	40	80*
Cc1nn(-c2ccccc2)c2sc(C(=O)c3c(N)n(C)c(=O)n(C)c3=O)cc12	1.1	-13	-8	4	1.1	.	0.59	.	.
Cc1ccc(C2C(C#N)=C(N)Oc3n[nH]c(C)c32)cc1 (stereo unspecified)	0.9	9	27	8	0.7	2	-0.6	9	-8
Cc1ccc(CNC(=O)CS(=O)(=O)CC(=O)O)cc1	0.9	6	7	4	0.9	-16	0.86	-3	8
Cc1[nH]nc2c1C1(CCOC1C)C(C#N)=C(N)O2 (stereo unspecified)	1.2	-22	1	2	1	.	-0.92	-45	-5
O=C(Cn1nnc(-c2ccccc2NC(=O)c2cccs2)n1)Nc1ccccc1	0.2	76*	23	10	0.8	2	-0.77	15	-11
CC(NC(=O)c1ccco1)C(=O)N1CCc2ccccc2C1 (stereo unspecified)	1	-4	28	6	0.7	-7	0.52	-12	5
Cc1cc(=O)[nH]c(SCC(=O)Nc2ccc(Cl)cn2)n1	0.8	17	46	3	0.5	0	0.025	-37	-10
Oc1c(CN2CCc3ccccc3C2)cc(Cl)c2cccnc12	1	-4	-14	3	1.1	-24	0.047	0	5
CCOC(=O)C1=C(C)N(C)C(C)=C(C(=O)OCC)C1c1ccccn1	0.1	86*	50*	2	0.5	-4	1.1	-3	24
Cc1nc2nc(-c3ccc(Cl)cc3)cn2nc1C	1	2	56*	3	0.4	-17	.	-12	4
O=C(Nc1ccc(F)cc1F)c1cc(-c2ccco2)on1	1.7	-71	-3	.	1	-6	-0.07	2	-8
O=C(CSc1nnc(CNc2ccc(F)cc2)o1)N1c2ccccc2Sc2ccccc21	0.5	53*	35	.	0.6	4	0.24	7	0
Cn1c(C(=O)NCCN2CCc3ccccc3C2)cc2c(=O)[nH]c3ccccc3c21	0.8	20	15	11	0.9	-35	-1.8	-3	0
Nc1nc(SCC(=O)Nc2ccccc2Sc2ccc(Cl)cc2)n[nH]1	0	99*	100*	7	0	4	-0.68	2	18
O=C1c2ccccc2C(Nc2ccc(S(=O)(=O)N3CCOCC3)cc2)N1Cc1ccco1 (stereo unspecified)	0.4	60*	19	7	0.8	47	0.19	26	31
O=C1CCCC(O)=C1C=Nc1ccc2c(c1)oc1ccccc12	1.3	-29	-2	-1	1	3	-0.5	-5	9
CCOC(=O)CN(C(=O)CSc1nnc(-c2cccc(OC)c2)o1)c1ccc(F)cc1	0.1	92*	85*	10	0.1	-6	1.3	-14	0
New compounds follow:
SMILES	CYP2C9 act	CYP2C9 inhib	CYP2C19 inhib	Calb biofilm kill	CYP2C19 activ	HUVEC tox TNFa	hDAT+cocaine	HUVEC tox IL1B	VCAM1 TNFa inh
CCOC(=O)Cn1c(S(=O)(=O)Cc2ccc(F)cc2)nc(-c2ccccc2)c1-c1ccccc1	0.6	44	52*	.	0.5	-8	-0.0078	-2	17
Cc1cc(C)nc(SCC(=O)Nc2ccc(S(=O)(=O)Nc3onc(C)c3C)cc2)n1	0.8	17	6	3	0.9	-38	-0.084	-10	6
Cc1ccc(CNC(=O)c2ccc(CN3CCOCC3)cc2)cc1	1	1	-15	4	1.1	3	-0.61	-18	-15
O=C1CCCc2sccc2N1	1	-1	5	5	1	-23	-1.2	-172	-6
CC1=CC2=NCC(O)CN2C=C1 (stereo unspecified)	0.8	16	-11	7	1.1	-3	0.76	-19	14
CCc1nnc(NC(=O)C(C)C)s1	1.1	-11	-15	6	1.1	-2	-0.68	12	6
C=CCN1C(=O)C2(C(C#N)=C(N)Oc3n[nH]c(CCC)c32)c2ccccc21 (stereo unspecified)	1	-1	-2	7	1	-6	-0.48	3	-4
COc1ccc(C(=O)Oc2c(CN3CCOCC3)cc(Cl)c3cccnc23)cc1OC	.	.	.	2	.	-5	0.046	-4	14
CCCn1c(=O)c2ccccc2n2c(SCc3c(C(=O)OCC)oc4ccccc34)nnc12	0.4	64*	59*	.	0.4	-30	2.1	-39	16
CC(=O)c1c(C)[nH]c(C(=O)NCCN2CCC(C)CC2)c1C	1	-2	-7	6	1.1	-9	-0.89	-4	-4
COc1ccccc1-c1cc(C(=O)NCc2ccco2)no1	1.9	-89	14	3	0.9	-1	-1.9	-28	4
Cc1cc2ccccc2c(=O)n1CC(=O)NCc1ccco1	2.6*	-156	54*	6	0.5	11	-0.72	-3	15
c1ccc2nc3c(nc2c1)sc1nc2ccccc2n13	0.6	41	21	0	0.8	.	.	.	.
Cc1ccc(F)cc1NC(=O)c1cccc2nccnc12	0.8	18	9	-3	0.9	.	-0.91	-11	.
COc1ccc(OC)c(CC(NC(C)=O)C(=O)NC2CCN(c3nc(C)cc(C)c3C#N)CC2)c1 (stereo unspecified)	0.9	9	24	5	0.8	.	.	.	.
COc1ccc(NC(=O)CSc2nc3c(c(=O)n2-c2ccc(F)cc2)SCC3)cc1	0.4	62*	41	6	0.6	-13	0.34	-35	7
COCCn1c(SCC(=O)N2CCCCC2)nc2ccccc2c1=O	0.8	22	23	6	0.8	-5	-0.38	-10	-16
COc1cccc(C2NC(=O)NC(C)=C2C(=O)Nc2ccccc2C)c1 (stereo unspecified)	1.2	-19	-13	2	1.1	-10	0.27	19	-1
Cc1noc(C)c1S(=O)(=O)N1CCC(C(=O)NC2CCN(Cc3ccccc3)CC2)CC1	1	-5	-6	-1	1.1	8	-0.56	-21	-6
CC(C)c1nnc(NC(=O)c2cccs2)s1	0.8	20	10	15	0.9	.	0.24	.	.
O=C(c1ccc(NS(=O)(=O)c2ccccc2)cc1)N1CCN(Cc2ccc3c(c2)OCO3)CC1	0.1	94*	41	-3	0.6	-24	1.3	0	-1
Cn1cc(C(=O)c2ccc(Cl)cc2Cl)cc1C(=O)N/N=C(\N)COc1ccc(Cl)cc1Cl	0.1	86*	37	9	0.6	-7	.	-46	0
c1ccc(SCc2nc(-c3ccncc3)no2)cc1	0.2	83*	96*	.	0	-25	0.29	-38	-3
CS(=O)(=O)N1N=C(c2ccc(Br)cc2)CC1c1cccs1 (stereo unspecified)	0.6	35	92*	5	0.1	-16	-0.71	-41	6
COc1ccc(C(C)NC(=O)C2C(=O)NC3(C)CC2c2ccccc2O3)cc1 (stereo unspecified)	0.8	15	21	8	0.8	-7	-0.19	-33	3
Next compounds:
SMILES	CYP2C9 act	CYP2C9 inhib	CYP2C19 inhib	Calb biofilm kill	CYP2C19 activ	HUVEC tox TNFa	hDAT+cocaine	HUVEC tox IL1B	VCAM1 TNFa inh
Cc1nn(-c2ccccc2)c2[nH]c(C(F)(F)F)cc(=O)c12	0.5	47	-2	5	1	-6	-0.73	-6	2
COCC(C)n1c(C)cc(C(=O)COC(=O)c2c(NC(C)=O)sc(C)c2C)c1C (stereo unspecified)	0.9	13	2	9	1	.	-1.1	.	.
O=C(CCN1C(=O)C2C3C=CC(C3)C2C1=O)Nc1ccc2c(c1)OCO2 (stereo unspecified)	1.1	-10	21	1	0.8	-30	0.065	-27	-1
O=C(NC(Nc1ncc(S(=O)(=O)c2ccc([N+](=O)[O-])cc2)s1)(C(F)(F)F)C(F)(F)F)c1ccc(Cl)cc1	0.1	88*	12	.	0.9	-21	.	-13	-40
CC(c1ccccc1)N1CCn2c(nc3cc(NC(=O)c4cccs4)ccc32)C1 (stereo unspecified)	0.2	84*	36	8	0.6	-18	2.7*	7	24
O=c1oc2ccccc2n1CSc1nc2ccccc2s1	0.2	84*	100*	3	0	-5	-0.59	19	-4
CCOC(=O)Nc1ccc2c(c1)N(C(=O)OC)c1ccccc1CC2	0.1	85*	70*	.	0.3	-3	1.6	3	16
CC(c1ccccc1)C1CC(=O)N(Cc2ccco2)C1=O (stereo unspecified)	0.7	34	91*	8	0.1	32	-0.65	.	4
COC(=O)c1cccnc1NC(=S)NNC(=O)c1ccncc1	0.7	25	84*	4	0.2	7	-0.13	-18	1
O=C(NCCOc1ccccc1Cl)c1cc(F)c(F)cc1Cl	1.8	-78	32	.	0.7	-18	0.25	32	7
CCn1ncc(/C=C/C(=O)Nc2c(C)nn(CC)c2C)c1C	1	4	-2	.	1	-8	-0.63	-55	10
Cc1cc(C)nc(-n2nc(C)cc2NC(=O)c2ccc3c(c2)OCO3)n1	1.4	-41	-16	3	1.2	.	.	.	.
O=C1CC(c2nc3ccccc3[nH]2)CN1c1ccccc1F (stereo unspecified)	1.2	-22	39	9	0.6	-14	-0.0057	-35	24
CCc1c(C)nc(N)n2c(SCC(=O)N3CCCC(C)C3)nnc12 (stereo unspecified)	1.2	-20	8	3	0.9	-31	0.072	-36	1
Cc1cc(C)nc(N2CCCC(C(=O)Nc3nnc(C)s3)C2)n1 (stereo unspecified)	0.9	10	0	1	1	-13	-0.66	-10	8
O=C(CCCn1c(=S)[nH]c2ccccc2c1=O)N1CCOCC1	1.2	-16	-8	-4	1.1	9	0.035	5	-12
CCSc1c(C(=O)NC)ccc2c1C(=O)c1ccccc1C2=O	0.7	27	13	8	0.9	-10	-0.9	-13	14
COC(=O)c1ccc(N2C(=O)CC(SCCN)C2=O)cc1 (stereo unspecified)	1.3	-29	-2	3	1	-21	0.55	-38	-45

Four compounds out of the list, ordered by length of the SMILES, low to high.
SMILES	CYP2C9 act	CYP2C9 inhib	CYP2C19 inhib	Calb biofilm kill	CYP2C19 activ	HUVEC tox TNFa	hDAT+cocaine	HUVEC tox IL1B	VCAM1 TNFa inh
CC(c1ccccc1)C1CC(=O)N(Cc2ccco2)C1=O (stereo unspecified)	0.7	34	91*	8	0.1	32	-0.65	.	4
CCc1c(C)nc(N)n2c(SCC(=O)N3CCCC(C)C3)nnc12 (stereo unspecified)	1.2	-20	8	3	0.9	-31	0.072	-36	1
Cc1nn(-c2ccccc2)c2[nH]c(C(F)(F)F)cc(=O)c12	0.5	47	-2	5	1	-6	-0.73	-6	2
CC(c1ccccc1)N1CCn2c(nc3cc(NC(=O)c4cccs4)ccc32)C1 (stereo unspecified)	0.2	84*	36	8	0.6	-18	2.7*	7	24
